Pf apPOL block = Pf-apPOL DNA polymerase inhibition; inhibition, % at 10 µM; Recombinant Pf-apPOL, molecular beacon fluorescence, 1.5 h; 210,000 compounds, 0.25% hits
mHTT CaM bind = inhibitors of human mutant huntingtin-calmodulin interaction. P42858. AlphaScreen His-mHTT/GST-CaM binding, luminescence. inhibition, % at 15 µM. 190,000 compounds, 3.6% hits. AID 1671202;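 note: 0% = both proteins with DMSO and 100% = one protein alone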
Target sequence (P42858 whole entry, looked up, stated change not applied): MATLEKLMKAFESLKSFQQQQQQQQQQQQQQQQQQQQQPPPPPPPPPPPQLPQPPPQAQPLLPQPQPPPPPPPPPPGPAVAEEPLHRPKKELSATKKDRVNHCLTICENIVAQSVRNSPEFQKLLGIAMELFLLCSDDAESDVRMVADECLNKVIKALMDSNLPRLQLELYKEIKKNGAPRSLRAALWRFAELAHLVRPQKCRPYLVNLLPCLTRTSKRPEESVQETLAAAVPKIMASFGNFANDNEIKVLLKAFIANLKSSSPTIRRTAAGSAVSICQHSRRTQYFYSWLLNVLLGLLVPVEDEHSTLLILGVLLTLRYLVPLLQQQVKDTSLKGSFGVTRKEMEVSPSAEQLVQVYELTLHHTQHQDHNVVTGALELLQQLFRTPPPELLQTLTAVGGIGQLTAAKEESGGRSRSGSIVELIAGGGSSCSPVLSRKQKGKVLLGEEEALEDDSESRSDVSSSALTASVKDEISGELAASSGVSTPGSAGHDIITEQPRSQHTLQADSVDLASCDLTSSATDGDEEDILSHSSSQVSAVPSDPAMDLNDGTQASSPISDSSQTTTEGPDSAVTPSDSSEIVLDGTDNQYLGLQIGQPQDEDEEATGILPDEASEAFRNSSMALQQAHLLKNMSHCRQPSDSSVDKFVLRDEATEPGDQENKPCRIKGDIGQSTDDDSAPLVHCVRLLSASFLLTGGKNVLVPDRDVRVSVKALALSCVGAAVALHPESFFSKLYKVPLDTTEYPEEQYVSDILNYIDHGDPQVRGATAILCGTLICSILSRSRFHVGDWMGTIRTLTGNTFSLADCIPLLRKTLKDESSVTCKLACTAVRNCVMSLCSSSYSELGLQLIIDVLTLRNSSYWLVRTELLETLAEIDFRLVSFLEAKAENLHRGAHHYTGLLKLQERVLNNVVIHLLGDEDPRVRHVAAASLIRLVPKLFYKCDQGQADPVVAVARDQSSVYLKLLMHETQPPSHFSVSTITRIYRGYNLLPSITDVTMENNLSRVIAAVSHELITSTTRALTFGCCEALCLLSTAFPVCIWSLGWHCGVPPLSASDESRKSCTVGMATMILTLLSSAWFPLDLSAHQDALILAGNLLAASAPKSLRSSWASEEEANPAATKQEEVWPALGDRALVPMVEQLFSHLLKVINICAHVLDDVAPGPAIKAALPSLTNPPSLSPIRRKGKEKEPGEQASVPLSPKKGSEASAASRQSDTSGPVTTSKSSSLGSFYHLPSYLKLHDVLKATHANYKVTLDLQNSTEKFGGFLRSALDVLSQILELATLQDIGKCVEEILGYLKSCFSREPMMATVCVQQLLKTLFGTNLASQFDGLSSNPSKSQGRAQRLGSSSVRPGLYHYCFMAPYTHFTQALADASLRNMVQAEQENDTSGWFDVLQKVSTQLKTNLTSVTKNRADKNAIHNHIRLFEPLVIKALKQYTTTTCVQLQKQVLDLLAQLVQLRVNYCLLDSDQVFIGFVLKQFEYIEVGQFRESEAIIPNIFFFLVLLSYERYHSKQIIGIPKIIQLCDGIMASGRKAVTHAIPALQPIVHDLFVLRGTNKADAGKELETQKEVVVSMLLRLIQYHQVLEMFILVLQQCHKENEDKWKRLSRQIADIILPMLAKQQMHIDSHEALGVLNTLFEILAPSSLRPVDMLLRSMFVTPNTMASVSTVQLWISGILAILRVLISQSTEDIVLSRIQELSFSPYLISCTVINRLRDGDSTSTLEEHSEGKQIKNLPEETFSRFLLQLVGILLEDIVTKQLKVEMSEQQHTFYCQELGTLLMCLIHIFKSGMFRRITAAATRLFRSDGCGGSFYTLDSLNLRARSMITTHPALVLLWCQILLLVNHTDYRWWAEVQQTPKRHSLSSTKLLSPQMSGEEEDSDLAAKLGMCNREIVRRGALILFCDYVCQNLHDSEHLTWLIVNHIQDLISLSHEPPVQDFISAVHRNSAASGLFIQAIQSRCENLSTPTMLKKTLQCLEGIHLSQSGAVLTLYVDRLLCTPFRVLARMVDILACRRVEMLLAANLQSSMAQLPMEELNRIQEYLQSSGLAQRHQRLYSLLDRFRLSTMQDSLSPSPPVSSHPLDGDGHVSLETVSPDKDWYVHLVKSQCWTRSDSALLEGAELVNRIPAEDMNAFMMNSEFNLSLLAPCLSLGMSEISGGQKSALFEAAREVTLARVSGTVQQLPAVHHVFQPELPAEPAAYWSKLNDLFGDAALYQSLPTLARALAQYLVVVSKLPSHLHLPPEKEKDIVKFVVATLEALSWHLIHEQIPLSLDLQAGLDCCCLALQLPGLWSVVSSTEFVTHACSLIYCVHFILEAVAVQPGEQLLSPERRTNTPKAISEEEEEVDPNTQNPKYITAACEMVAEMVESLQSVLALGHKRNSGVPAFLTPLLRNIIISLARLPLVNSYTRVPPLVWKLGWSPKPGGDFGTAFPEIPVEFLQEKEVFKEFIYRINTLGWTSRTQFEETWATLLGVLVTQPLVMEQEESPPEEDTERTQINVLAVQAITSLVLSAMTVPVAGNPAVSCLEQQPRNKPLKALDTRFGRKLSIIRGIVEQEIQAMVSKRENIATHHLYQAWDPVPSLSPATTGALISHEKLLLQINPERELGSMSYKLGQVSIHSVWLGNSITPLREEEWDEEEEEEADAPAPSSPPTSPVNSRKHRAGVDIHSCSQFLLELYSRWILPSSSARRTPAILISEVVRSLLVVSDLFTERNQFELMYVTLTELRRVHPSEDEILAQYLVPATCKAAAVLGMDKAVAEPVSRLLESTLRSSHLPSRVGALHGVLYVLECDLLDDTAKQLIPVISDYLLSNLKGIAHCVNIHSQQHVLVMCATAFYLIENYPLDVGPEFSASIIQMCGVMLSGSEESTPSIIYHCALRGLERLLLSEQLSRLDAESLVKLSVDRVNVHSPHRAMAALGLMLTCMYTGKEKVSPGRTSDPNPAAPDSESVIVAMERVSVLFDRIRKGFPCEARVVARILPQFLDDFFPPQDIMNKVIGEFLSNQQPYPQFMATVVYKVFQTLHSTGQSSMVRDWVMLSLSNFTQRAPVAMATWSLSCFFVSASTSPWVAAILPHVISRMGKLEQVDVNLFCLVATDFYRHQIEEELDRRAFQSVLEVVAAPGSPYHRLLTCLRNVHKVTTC
* marks the source's active call; other numbers are inactive results; . = no result given; & = joins results of further samples. Cut-off read from the data, not from the text of the source: active = inhibition above about 50%; inactive = the rest.

compound	Pf apPOL block	mHTT CaM bind
Cc1ccc(C)c(C(=O)N2CCC(c3nc(C(=O)N4CCCCC4)c(C)o3)CC2)c1	0	5
CS(=O)(=O)Oc1ccc2c(c1)OC(=Cc1ccc(Cl)c(Cl)c1)C2=O	-4	3
COc1ccccc1CC(=O)Nc1ccc(Nc2ccccc2)cc1	2	42
Cc1nc(NC(=O)c2csc(-n3cccc3)n2)sc1C(=O)N(C)C	-2	-8
CCCC1CCC(C2=N/C(=C\c3ccc(OC)cc3)C(=O)O2)CC1 (stereo not given)	-4	-11
CCN1CCC2(CC1)NC(=O)N(CC(=O)Nc1ccc(OC(F)(F)F)cc1)C2=O	-2	-8
O=C(O)c1cc(-c2ccc(-c3c(-c4ccc5c(c4)OCO5)noc3-c3ccsc3)cc2)nc2ccccc12	5	9
COc1ccc(OC)c(NC(=O)C2CCN(c3nccc(C)n3)CC2)c1	1	-4
COc1ccc(OCC(=O)N(C)Cc2ccccc2)cc1	-2	-3
COc1nccnc1NC1CCN(C(=O)c2ccc3cc[nH]c3c2)CC1	-2	18
CCOc1ccc(NC(=O)CSc2nnc(NC(=O)c3ccccc3C)s2)cc1	3	2
Cc1cccc(N2CC(C(=O)NC(C)(C)C)CC2=O)c1 (stereo not given)	-1	2
O=C(NC(Nc1ccc(Cl)cc1)C(Cl)(Cl)Cl)c1ccco1 (stereo not given)	4	3
O=C(CN1CCOCC1)Nc1ccc2c(c1)OCCO2	-6	-7
Cc1ccc([N+](=O)[O-])cc1N=Cc1nc(-c2ccc(Br)cc2)oc1O	1	0
CCC1CCCCN1S(=O)(=O)c1ccc(C(=O)Nc2nnc(-c3ccc(OC)cc3)o2)cc1 (stereo not given)	-7	25
COc1ccccc1C(=O)Nc1c(C)cc(C)c2cccnc12	9	-2
O=C(Cc1ccc(F)cc1)Nc1cnc(N2CCCCC2)nc1	-5	1
CCOC(=O)c1cc(=O)c2c(O)cccc2o1	7	.
N#CC1=C(N)Oc2c(oc(CO)cc2=O)C1c1ccccc1Br (stereo not given)	1	-1
NC(=O)c1sc(-c2ccccc2)cc1NC(=O)c1ccco1	0	.
COc1ccc(C2CC(C(F)(F)F)n3nc(C(=O)Nc4cccc(C)c4C)cc3N2)cc1OC (stereo not given)	-2	4
Cc1cccc(-c2cc(C3CCN(C(=O)Nc4ccccc4)CC3)[nH]n2)c1	2	11
O=C(O)c1cnn2c1[nH]c(=O)c1ccccc12	14	.
CN(CCCNC(=O)C1CCN(c2ccc(N3CCCCC3)nn2)CC1)c1ccccc1	-9	54*
CCOc1cccc2sc(NC(=O)CC)nc12	0	-10
CCCc1ccc(S(=O)(=O)NCCC2CCN(C(=O)c3ccc(C)cc3)CC2)cc1	-3	49
CC(C)(C)c1nc(CN2CCOCC2)ccc1O	-4	-6
CC1CCCN(C2CCN(Cc3ccccn3)CC2)C1 (stereo not given)	-11	-2
COc1ccc2ncc(C#N)c(N3CCC(C(=O)NCc4ccccc4)CC3)c2c1	-4	7
CCNC(=O)N1CCc2c(c(-c3nc(Cc4ccccc4)no3)nn2C)C1	-2	4
COc1cc(-c2ncnn2-c2sc3c(c2C#N)CCCCC3)ccc1O	1	36
COc1ccc(-c2noc(-c3cccc([N+](=O)[O-])c3)n2)cc1	4	5
COc1cccc(C(=O)Nc2cccn3nc(C(C)C)nc23)c1	-2	-6
O=C1S/C(=C\c2ccco2)C(=O)N1CN1CCOCC1	-4	6
Cc1ccc(-c2csc(NC(=O)c3ccc(Cl)cc3[N+](=O)[O-])n2)c(C)c1	-7	4
CCC1CCCCN1C(=O)c1cc2cc3ccc(OC)cc3nc2o1 (stereo not given)	-4	-4
Fc1ccc(C2CC(c3ccccc3OC(F)F)n3ncnc3N2)cc1 (stereo not given)	-3	16
CCc1ccc2oc(=O)cc(CN3CCC(C)CC3)c2c1	-17	1
COc1cc(C(=O)Nc2ccc3c(c2)nc(C)n3Cc2ccccc2)cc(OC)c1OC	-4	31
O=C1N=c2ccc(F)cc2=C1c1sc(Nc2ccc(Br)cc2)nc1O	-1	13
CC1CCN(C(=O)c2ccc(-c3cccnc3)nc2)CC1	-2	-5
Cc1ccc(N(C(=O)C23CC4CC(CC(C4)C2)C3)C2C=CS(=O)(=O)C2)cc1C (stereo not given)	0	-6
O=C(CN1CCC(c2nc(-c3cccs3)no2)CC1)Nc1ccccc1C(F)(F)F	-3&-10	-16&-22
Cc1ccc(C#N)c(SCc2noc(CSc3nc(C)ccc3C#N)n2)n1	-1	-20
O=[N+]([O-])c1ccccc1S(=O)(=O)NCCc1csc2nc(-c3cccs3)nn12	-7	-8
O=C1C2CC=C(Cl)CC2C(=O)N1CN1CCOCC1 (stereo not given)	-14	1
CCCc1cc(C2CCCN2C(=O)c2cc(C(F)(F)F)nn2C)no1 (stereo not given)	7	4
O=C(NCc1ccc(F)cc1Cl)C1CCN(c2cncnc2N2CCCC2)CC1	1	6
O=C(NCc1ccccc1)C1CCc2nc(N3CCCCC3)ncc2C1 (stereo not given)	-3	3
COc1ccc(NC(=O)CCCn2nc([N+](=O)[O-])c(Cl)c2C)cc1OC	-5	1
Cc1ccc(-c2nc(CN(C)C)cc(CN(C)C)c2O)cc1	2	-2
Cn1nc(-c2nc(-c3ccccc3)no2)c2c1CCN(C(=O)c1ccc(F)c(Cl)c1)C2	2	16
O=C(C1CC1)N1CCCc2ccc(NS(=O)(=O)c3ccc([N+](=O)[O-])cc3)cc21	-1	4
Cc1ccc(C=NN=C2NC(=O)CS2)o1	32	.
COc1ccc(CC(=O)N2CCn3cnnc3C2)cc1OC	1	0
Cc1ccc(C(=O)N2CCC(c3nc(CCNC(=O)C4CC4)cs3)CC2)cc1C	-1	18
COc1ccccc1CN1CCC(C(=O)N2CCCC2)CC1	-12	-7
Cc1ccc(C2C(=C(O)c3ccc(OC(C)C)cc3)C(=O)C(=O)N2c2nnc(C)s2)o1 (stereo not given)	-4	6
Cc1ccc(NC(=O)c2cc([N+](=O)[O-])ccc2Cl)nc1	2	-9

(continued)
compound	Pf apPOL block	mHTT CaM bind
COc1cccc(C2=NOC(C(=O)Nc3ccc4c(c3)OCO4)C2)c1 (stereo not given)	-6	7
CC(=O)NC1=NN(C(C)=O)C(c2ccc(C)cc2)S1 (stereo not given)	-4	-7
CCCOc1ccc(-c2nc3s/c(=C\C4=Cc5ccccc5OC4)c(=O)n3n2)cc1	6	0
CCOc1nccnc1NC1CCN(C(=O)c2ccc(C)nc2)CC1	-7	-1
O=C1C2C(c3ccccc3)C=CC(c3ccccc3)C2C(=O)N1CCO (stereo not given)	-2	3
Cc1cc(C)cc(C(=O)N2CCCC(C(=O)NCCN3CCOCC3)C2)c1 (stereo not given)	0	-3
Cn1c(SCCS(=O)(=O)c2ccc(OC(F)(F)F)cc2)nnc1C(F)(F)F	3	.
O=[N+]([O-])c1ccc(NS(=O)(=O)c2ccc(F)cc2)cc1	-1	-3
O=C(O)c1cccc(CN2C(=O)SC(Nc3ccc(Br)cc3)C2=O)c1 (stereo not given)	0	-3
CC1CCN(c2nc3c(N)ncnc3n2C2OC(CO)C(O)C2O)CC1 (stereo not given)	.	-4
OC(c1ccccc1)C(CN1CCOCC1)c1ccccc1 (stereo not given)	2	-4
COc1ccc(OCC(=O)Nc2ccc(-n3nncc3-c3ccc(OC)cc3)cc2)cc1	0	19
CCOc1ccccc1C1CC(c2ccc(Cl)cc2)Nc2nc(N)nn21 (stereo not given)	-8	54*
COc1cc(/C=c2\sc3nc4ccccc4n3c2=O)ccc1OCC(=O)O	-1	10
CN(CC(=O)N1N=C(c2ccccc2Cl)CC1c1ccc(F)cc1)C(=O)C1CC1 (stereo not given)	0	5
COc1ccccc1C(=O)Nc1ccc2oc(-c3ccc(F)cc3Cl)nc2c1	-5	6
CC(=O)N1N=C(c2ccccc2)CC1c1cc2cc3c(cc2nc1Cl)OCCO3 (stereo not given)	2	9
O=C(N1CCOCC1)N1CCN(C(=O)N2CCOCC2)CC1	-6	-1
O=C(NCCc1ccccc1)C(=O)NCC1OCCc2ccccc21 (stereo not given)	-2	-5
COc1ccc(-c2nc3c(c(=O)[nH]2)CCN(C(=O)c2ccc(OC)nc2)C3)cc1	4	-4
COC1=CC(CC(=O)c2ccc(OC)cc2)C(C(=O)c2ccccc2Cl)C=C1OC (stereo not given)	-2	3
Cc1cccc(C(=O)Nc2ccc(C(=O)c3ccccc3)cc2)c1	-3	1
Cc1cc(C)cc(NC(=O)C2CC(=O)N(c3ccc4oc(C)nc4c3)C2)c1 (stereo not given)	-1	-1
O=C(COc1ccc(Cl)cc1)N1CCN=C1SCc1ccccc1	2	-6
CN(C)c1ncncc1N1CCC(C(=O)N2CCN(C3CCCCC3)CC2)CC1	-13	1
O=C(O)CCCCCCCCc1cn(CN2C(=O)c3ccccc3C2=O)nn1	-2	-2
Cc1cccc(C2CC(c3ccc(Br)cc3)Nc3ncnn32)c1 (stereo not given)	-8	41
Cc1ccc(NC(=O)C2CC(=O)N(CCc3c[nH]c4ccc(Cl)cc34)C2)c(C)c1 (stereo not given)	2	65*
COc1cccc(-c2csc(/C(C#N)=C/Nc3cc(OC)c(Cl)cc3OC)n2)c1	-7	7
CC(C)CN1CCN(C(=O)c2ccc(-c3cccs3)nc2)CC1	0	-5

Random excerpt: six records from the list, in no set order.
compound	Pf apPOL block	mHTT CaM bind
COc1ccccc1C(=O)Nc1ccc2oc(-c3ccc(F)cc3Cl)nc2c1	-5	6
Cc1cc(C)cc(NC(=O)C2CC(=O)N(c3ccc4oc(C)nc4c3)C2)c1 (stereo not given)	-1	-1
COC1=CC(CC(=O)c2ccc(OC)cc2)C(C(=O)c2ccccc2Cl)C=C1OC (stereo not given)	-2	3
CC(=O)N1N=C(c2ccccc2)CC1c1cc2cc3c(cc2nc1Cl)OCCO3 (stereo not given)	2	9
Cc1ccc(NC(=O)C2CC(=O)N(CCc3c[nH]c4ccc(Cl)cc34)C2)c(C)c1 (stereo not given)	2	65*
Cc1cccc(C(=O)Nc2ccc(C(=O)c3ccccc3)cc2)c1	-3	1

Additional compounds follow.
compound	Pf apPOL block	mHTT CaM bind
CSCc1nnc(NC(=O)c2ccc(S(=O)(=O)N(C)C3CCCCC3)cc2)o1	-18	11
Cc1ccc(OCC2C[N+]34CCO[B-]3(OCC4)O2)cc1 (stereo not given)	-6	-4
Nc1ccccc1C(=O)NCC1CCCO1 (stereo not given)	2	-2
COc1ccc(NC(=O)c2c(N=Cc3cc(Cl)cc(Cl)c3OC)cnn2C)cc1	1	1
Cn1nc(C(=O)NCc2ccncc2)cc1-c1ccc(F)c(F)c1	0	-3
O=c1sc2sc(=O)sc2s1	11	.
CCOC(=O)C(C)Oc1cc2c(C(=O)OC(C)C)c(C)oc2cc1Br (stereo not given)	-3	-23
O=C(NCCCN1CCCCC1)c1ccnc(N2CCNC(c3ccccc3)C2)c1 (stereo not given)	-4	3
Cc1ccc(F)cc1N1C(=O)CSC1c1ccc(Br)cc1 (stereo not given)	-2	2
O=C(Cc1cccc(F)c1)N1CCC(n2cnnc2-c2ccccc2)C1 (stereo not given)	0	5
COc1ccc(C2CC(C)=NN2C=O)cc1OC (stereo not given)	-2	-2
CC1(C)Cc2cccc(OCC(=O)O)c2O1	-6	-1
Cc1nc(N2CCCCC2)c2c(C)c(C(=O)Nc3ccc(F)cc3)sc2n1	-1	3
Cc1ccc(C(=O)Nc2ccc3ncnc(N4CCCCC4)c3c2)cc1	4	29
Cc1cccc(CNC(=O)C2CCN(c3nccc(C)n3)CC2)c1	-20	-6
COc1cccc(C2CC(c3ccc(Br)cc3)=NC3(CCNCC3)N2)c1O (stereo not given)	-8	38
Cc1cc(C2CCCN2C(=O)Nc2ccccc2Br)no1 (stereo not given)	1	-4
COc1ccc(Cl)cc1N1C=C(C#N)S(=O)(=O)c2ccc(F)cc21	0	-10
COC(=O)c1c(NC=C2C(=O)OC(C)(C)OC2=O)sc(C(C)=O)c1C	-5	-3
CC(C)c1ccccc1OCc1nc(C(=O)N2CCOCC2)cs1	-1	-4
Cc1cccc(NC(=O)CSc2nc3c(c(-c4ccco4)c2C#N)CCCC3)c1	-6	4
FC(F)(F)c1cc(Oc2ccc(Cl)cc2)c2cc(Cl)ccc2n1	-10	.
CCc1ccc(NC(=O)c2cn(C3CCCC3)c(=O)c3c2c2ccccc2n3C)cc1	-3	0
CCCCS(=O)(=O)N1CCCC2(C1)Nc1cccnc1NC2=NCc1ccccc1 (stereo not given)	0	15
CN(C)c1cc(N2CCCC(NC(=O)NCc3ccco3)C2)ncn1 (stereo not given)	-4	0
CC(=O)Nc1ccc(S(=O)(=O)N2CCN(c3cccc(C)c3C)CC2)cc1	0	3
Cc1ccccc1C(=O)NCC1(O)CCCC1	-2	-7
CC(C)(C)NC(=O)c1cc2nc(-c3ccc([N+](=O)[O-])cc3)cc(C(F)(F)F)n2n1	0	9
COc1ccc(CN2CCN(c3ccccc3F)CC2)cc1OCc1ccccc1	-2	10

Reformatted with two lines to a compound: part of the list above.
Values run as follows: Pf apPOL block, mHTT CaM bind
- CC(=O)NC1=NN(C(C)=O)C(c2ccc(C)cc2)S1 (stereo not given)
→ -4, -7
- O=C(N1CCOCC1)N1CCN(C(=O)N2CCOCC2)CC1
→ -6, -1
- O=C(O)CCCCCCCCc1cn(CN2C(=O)c3ccccc3C2=O)nn1
→ -2, -2
- Cc1ccc(C=NN=C2NC(=O)CS2)o1
→ 32, .

Bioassay records as filed in PubChem.

An unsorted share of the library; about 3.5% have a hit in one of these screens.
